Screens deposited in PubChem by Broad Institute.
DENV2 CPE = protects cells from dengue virus 2 cytopathic effect | DENV2-infected cells, cytopathic effect rescue, plate reader | 350,000 compounds, 1.7% hits | CPE inhibition, % at 9.99 µM; in the data active = CPE inhibition above about 20%, passing the limit was not always enough; inconclusive = no clear call, values can overlap the other calls; tested in BHK-21 cells;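 also: 0% = median of neutral control wells and 100% = median of positive control wells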
LGR2 inh = Drosophila LGR2 receptor signaling inhibition; inhibition, % at 9.99 µM; HEK293 LGR2, CRE-luciferase, bursicon-stimulated, 4 h; 380,000 compounds, 0.35% hits;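 active = drop in luminescence signal, shown as inhibition above about 50% in the replicate tests, limit read from the data, passing the limit was not always enough; inconclusive = probably only some replicates passing the limit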;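 also: agonist challenge used bursicon conditioned medium at about half maximal strength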
Casp6 inh = blocks human caspase-6 cleavage activity | P55212 | purified caspase-6, Z-VEID-R110 cleavage fluorescence | inhibition, % at 12.5 µM | 350,000 compounds, 0.53% hits;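 active = mean inhibition across replicates at least about 35%, with every replicate also reaching that limit, limit read from the data; inconclusive = only one of the two criteria met; inactive = neither criterion met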;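 also: 0% = median of neutral control wells and 100% = no fluorescence left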
Target sequence (P55212 24-179 limits assumed): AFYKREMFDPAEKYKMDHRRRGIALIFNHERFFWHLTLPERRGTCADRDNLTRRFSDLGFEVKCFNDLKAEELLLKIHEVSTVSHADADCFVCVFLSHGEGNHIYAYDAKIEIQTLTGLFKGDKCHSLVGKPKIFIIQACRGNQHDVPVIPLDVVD
Target sequence (P55212 194-293 limits assumed): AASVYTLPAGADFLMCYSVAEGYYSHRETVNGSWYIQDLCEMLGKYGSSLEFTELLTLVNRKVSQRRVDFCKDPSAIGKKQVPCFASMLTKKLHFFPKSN
ARNT TACC3 PPI = ARNT/TACC3 interaction disruption; AlphaScreen His-ARNT PAS-B/GST-TACC3 binding, luminescence; TACC3 fragment carries E629A point mutation; inhibition, % at 9.99 µM; 390,000 compounds, 0.66% hits;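 active = mean inhibition of replicates at least 50% and at least half of replicates each reaching 50%; inconclusive = half or more replicates reach 50% but mean below 50%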;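 also: 0% = complete ARNT plus TACC3 wells and 100% = ARNT alone without TACC3; many hits fall short of the cut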
PAX8 inh HTS = inhibitors of PAX8 transcriptional activity in RMG-I cells; RMG-I TPO-luciferase reporter, SteadyGlo, 24 h; inhibition, % at 12.6 µM; 360,000 compounds, 1.2% hits;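 active = mean replicate inhibition at least 60% with every replicate also reaching 60%; inconclusive = only one of the two criteria is met; inactive = mean below 60% and not all replicates reaching 60%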;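 also: luciferase light reporting Pax8 driven TPO promoter activity; plate controls were median of neutral control wells for no effect and mitoxantrone controls for full effect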
SIRT5 inh = sirtuin-5 (human) deacylase inhibition; Q9NXA8; Purified SirT5, succinyl-peptide AMC, trypsin-coupled fluorescence; inhibition, % at 15 µM; 330,000 compounds, 1.1% hits; in the data active = inhibition above about 15%; inconclusive = no clear call, values can overlap the other calls
Target sequence (Q9NXA8 whole entry, looked up): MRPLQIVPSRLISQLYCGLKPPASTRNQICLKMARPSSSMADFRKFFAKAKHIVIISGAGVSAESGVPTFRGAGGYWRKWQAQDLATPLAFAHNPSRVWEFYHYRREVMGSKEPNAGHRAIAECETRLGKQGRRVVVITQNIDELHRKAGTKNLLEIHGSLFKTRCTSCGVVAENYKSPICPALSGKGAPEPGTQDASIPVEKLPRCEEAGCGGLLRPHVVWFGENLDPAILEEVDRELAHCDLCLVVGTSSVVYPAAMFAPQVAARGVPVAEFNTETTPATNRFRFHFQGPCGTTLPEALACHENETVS
EWS-Fli block = EWS/Fli transcriptional activity inhibition | inhibition, % at 12.6 µM | AID 651661 | A673 NR0B1-luciferase reporter, viability-normalised | 350,000 compounds, 0.67% hits;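 active = mean inhibition of at least 50% after viability correction, with every replicate also passing that limit; inconclusive = mean reaches 50% but only one of two replicates passes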;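 also: firefly luciferase signal divided by Alamar Blue viability fluorescence both relative to DMSO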
* hit, by the source's call; ? = inconclusive; / = not tested or not shown; & = joins results of further samples.

[1] O=C(NCc1cccnc1)C1c2ccccc2C(=O)N1Cc1ccco1 (stereo not given)
[2] COc1cccc(N(C(=O)c2snc(C(N)=O)c2N)C(C(=O)NCC2CCCO2)c2c[nH]c3ccccc23)c1 (stereo not given)
[3] CC(C)CCNC(=O)CN(C(=O)CCC(=O)Nc1nccs1)c1ccc2c(c1)OCCO2
[4] C[C@@H](NC(=O)C[C@@H]1CC[C@H](NC(=O)C2CC2)[C@H](CO)O1)c1ccccc1
[5] O=C(NCc1ccccc1F)c1ccc(S(=O)(=O)Nc2cccc(C(F)(F)F)c2)cc1
[6] Nc1cc2nc[nH]c2cc1N
[7] Cc1cccc(S(=O)(=O)N2C[C@H](O)COC[C@H]3O[C@@H](CC(=O)Nc4ccccc4)CC[C@@H]32)c1
[8] CCC(=O)N[C@H]1C=C[C@H](CC(=O)NCC2CC2)O[C@H]1CO

Assay by compound	1	2	3	4	5	6	7	8
PAX8 inh HTS	/	25	1	1	-23	15	-17	-15
EWS-Fli block	-1	-4	27	-4	/	-21	-14	-35
DENV2 CPE	3	-1	-4	5	/	4	?	20
Casp6 inh	3	-3	0	4	/	5	1	0
SIRT5 inh	-2	0	-7	0	/	9	-4	-5
LGR2 inh	-7	8	7	2	9	-4	-2	4
ARNT TACC3 PPI	-3	-1	-1	13	-4	29	3	/

[9] COc1ccc(NC(=O)c2sc(=O)n(Cc3ccc(S(=O)(=O)N(C)C)cc3)c2C)cc1
[10] COc1ccc(NC(=O)COC(=O)CC2CCCCC2)cc1
[11] C[C@@H]1CCCCO[C@@H](CN(C)C(=O)Nc2ccc3c(c2)OCO3)[C@H](C)CN([C@H](C)CO)C(=O)c2cc(NC(=O)CCC(F)(F)F)ccc2O1
[12] Cc1cc(C)n2[nH]c(=O)cc2n1
[13] CCCCN1C(Nc2ccccc2)=NC[C@@H]1CC(C)C
[14] O=C(Nc1cccnc1)C1CCCN1S(=O)(=O)c1ccc(Cl)c(Cl)c1 (stereo not given)
[15] COCC(=O)N1CC2(C1)[C@H](c1ccccc1)[C@@H](CO)N2C(=O)c1ccccc1
[16] C/C(=N\NC(=S)NC1CCCCC1)c1cccc(C(F)(F)F)c1

Assay by compound	9	10	11	12	13	14	15	16
PAX8 inh HTS	7	0	/	-8	-13	/	/	10
EWS-Fli block	-2	-2	-4	-6	2	-2	-5	15
DENV2 CPE	0	-3	9	-3	?	-3	2	-3
Casp6 inh	-1	2	0	/	-3	8	2	1
SIRT5 inh	/	-2	-12	0	-3	-2	4	-1
LGR2 inh	1	1	3	8	21	-18	-11	11
ARNT TACC3 PPI	/	2	5	/	-3	-1	/	-3

[17] CC(=O)c1c(C)[nH]c(C(=O)Nc2ccc(C)c(S(=O)(=O)N(C)C)c2)c1C
[18] O=C(O)C[C@@H]1CC[C@H](NC(=O)c2ccccc2F)[C@@H](CO)O1
[19] CC(C)NC1(C#N)CCN(Cc2ccccc2)CC1
[20] Cc1[nH]c(=O)[nH]c(=O)c1NS(=O)(=O)c1ccc2c(c1)CCCC2
[21] C[C@@H]1CN([C@@H](C)CO)C(=O)c2cccc(NS(=O)(=O)c3ccccc3)c2O[C@H]1CN(C)C(=O)Nc1ccc(F)cc1
[22] CCCC1CCC(=C(C#N)C(N)=O)CC1 (stereo not given)
[23] Fc1ccc(CN2C3=NCCN3c3ccccc32)cc1
[24] NC(=O)CC(NC(=O)c1ccccc1)c1ccc(N2CCN(c3ccccc3)CC2)c([N+](=O)[O-])c1 (stereo not given)

Assay by compound	17	18	19	20	21	22	23	24
PAX8 inh HTS	-125	-13	16	/	0	26	2	29
EWS-Fli block	-122	-5	2	11	-3	2	3	18
DENV2 CPE	7	2	-2	2	14	/	-4	0
Casp6 inh	2	1	3	4	-1	0	0	3
SIRT5 inh	0	-1	/	1	0	0	-9	/
LGR2 inh	-33	-6	-5	-2	3	/	4	-9
ARNT TACC3 PPI	6	-5	-1	-8	25	/	-3	-16

[25] O=C(COC(=O)C1CC(=O)N(Cc2ccco2)C1)Nc1nc(-c2ccc(F)cc2)cs1 (stereo not given)
[26] Cc1cc(=O)n(C2CCS(=O)(=O)C2)[nH]1 (stereo not given)
[27] Cc1noc(C)c1NC(=O)N(C)C[C@@H]1Oc2ccc(NC(=O)CCCCCC(=O)Nc3ccccc3N)cc2CC(=O)N([C@@H](C)CO)C[C@@H]1C
[28] C[C@H]1CCCCO[C@H](CN(C)C(=O)CCCN(C)C)[C@@H](C)CN([C@@H](C)CO)C(=O)c2cc(NC(=O)Nc3ccc4c(c3)OCO4)ccc2O1
[29] CCSc1nnc2ccc(-c3ccc(C)cc3)nn12
[30] Cc1ccc(Cc2c(-c3cccc(Cl)c3)nc3ccc(Cl)cn23)cc1
[31] COc1ccc(C(=O)NC2c3ccccc3-c3ccccc32)cc1
[32] COc1ccc(OCC(=O)N/N=C(\C)c2cccs2)cc1

Assay by compound	25	26	27	28	29	30	31	32
PAX8 inh HTS	-79	3	9	-12	-18	-31	20	-8
EWS-Fli block	-67	-2	-4	-5	-23	-60	15	-22
DENV2 CPE	0	1	2	1	-4	-2	4	20
Casp6 inh	0	5	0	/	-1	-1	-2	-3
SIRT5 inh	0	-6	/	/	-2	0	0	-4
LGR2 inh	-29	-3	-9	9	-29	-66	9	-15
ARNT TACC3 PPI	-1	/	/	13	4	/	/	-4

[33] CO[C@@H]1CN(C)C(=O)c2cc(NC(C)=O)ccc2OC[C@@H](C)N(C(=O)CN(C)C)C[C@H]1C
[34] Cc1ccc(NC(=O)c2ncn(CCCNCCCN3CCCC3=O)n2)cc1C
[35] C[C@@H]1CN([C@H](C)CO)C(=O)c2cccc(NC(=O)C3CC3)c2O[C@@H]1CN(C)Cc1ccc2c(c1)OCO2
[36] CC(=O)C[C@H](O)CC(=O)[C@H]1OC(=O)[C@@H](C)CCCCc2ccccc21
[37] CC(C)CN(CC(C)C)C(=O)Nc1cccc([N+](=O)[O-])c1
[38] C[C@H](CO)N1C[C@H](C)[C@H](CN(C)S(=O)(=O)c2cn(C)cn2)OCCCC[C@H](C)Oc2ccc(NC(=O)c3ccccc3)cc2C1=O
[39] COc1ccc(-c2cn(-c3ccccc3)c(=S)[nH]2)cc1OC
[40] Nc1ccccc1S(=O)(=O)c1ccccc1N

Assay by compound	33	34	35	36	37	38	39	40
PAX8 inh HTS	-8	4	/	9	8	0	-5	/
EWS-Fli block	4	-7	-1	-3	5	-13	-2	5
DENV2 CPE	9	7	6	-1	3	3	-4	3
Casp6 inh	-12	-4	2	5	-3	0	2	3
SIRT5 inh	-2	0	0	1	/	0	-3	0
LGR2 inh	-8	3	-4	-8	1	-3	-30	13
ARNT TACC3 PPI	3	-5	-4	1	-1	-3	-15	1

Full records, looked up by structure. Values in the order: PAX8 inh HTS | EWS-Fli block | DENV2 CPE | Casp6 inh | SIRT5 inh | LGR2 inh | ARNT TACC3 PPI
NC(=O)CC(NC(=O)c1ccccc1)c1ccc(N2CCN(c3ccccc3)CC2)c([N+](=O)[O-])c1 (stereo not given) as listed: 29 | 18 | 0 | 3 | / | -9 | -16
C[C@H](CO)N1C[C@H](C)[C@H](CN(C)S(=O)(=O)c2cn(C)cn2)OCCCC[C@H](C)Oc2ccc(NC(=O)c3ccccc3)cc2C1=O as listed: 0 | -13 | 3 | 0 | 0 | -3 | -3
CO[C@@H]1CN(C)C(=O)c2cc(NC(C)=O)ccc2OC[C@@H](C)N(C(=O)CN(C)C)C[C@H]1C as listed: -8 | 4 | 9 | -12 | -2 | -8 | 3
Cc1ccc(Cc2c(-c3cccc(Cl)c3)nc3ccc(Cl)cn23)cc1 as listed: -31 | -60 | -2 | -1 | 0 | -66 | /
C/C(=N\NC(=S)NC1CCCCC1)c1cccc(C(F)(F)F)c1 as listed: 10 | 15 | -3 | 1 | -1 | 11 | -3

The list goes on:
[41] CN(C)CCCNC(=O)C[C@H]1CC[C@H](NS(=O)(=O)c2ccccc2)[C@H](CO)O1
[42] CCCCCOc1ccc(C(=O)NC(C(=O)O)C(C)C)cc1 (stereo not given)
[43] Cc1ccc2c(=O)n3c(nc2c1)C(Cc1ccc(O)cc1)NC(=O)c1cccnc1-3 (stereo not given)
[44] OC[C@@H]1[C@H](c2ccc(-c3ccccc3F)cc2)[C@@H]2CN(Cc3cccnc3)CCCCN12
[45] CC(C)NC(=O)Nc1ccc2c(c1)C(=O)N([C@H](C)CO)C[C@H](C)[C@@H](CN(C)C)O2
[46] COc1cc(C(C)n2nnc3ccccc32)ccc1O (stereo not given)
[47] Clc1ccc(-c2c[n+](Cc3ccc(Cl)cc3Cl)c3n2CCCCC3)cc1
[48] Cc1cc(NC(=O)CN2CCN(c3cccc(Cl)c3)CC2)no1

Assay by compound	41	42	43	44	45	46	47	48
PAX8 inh HTS	6	/	18	-15	-8	2	22	-1
EWS-Fli block	3	-1	11	/	/	-6	8	2
DENV2 CPE	4	-4	-3	7	19	0	-6	/
Casp6 inh	-10	2	1	-14	-3	0	0	0
SIRT5 inh	-2	-2	0	0	-2	-2	-2	-2
LGR2 inh	-5	-3	-11	-7	5	-5	1	-2
ARNT TACC3 PPI	-2	-2	/	12	-2	/	-1	3

[49] COCCN(C(=O)CSc1nnc(-c2cccs2)n1N)c1c(N)n(Cc2ccccc2)c(=O)[nH]c1=O
[50] COc1ccc(-c2ccc(SCC(=O)c3ccccc3)nn2)cc1OC
[51] C/C(N)=C(/C#N)C(=O)COC(=O)C1CSC2(c3ccc(F)cc3)CCC(=O)N12 (stereo not given)
[52] c1ccc(CCCCNCC2COc3ccccc3O2)cc1 (stereo not given)
[53] O=C(C[C@H]1CC[C@H]2[C@@H](COC[C@H](O)CN2C(=O)c2ccncc2)O1)NC1Cc2ccccc2C1
[54] Nc1ccc(C(=O)OCC(=O)N2CCN(C(=O)c3ccco3)CC2)cc1[N+](=O)[O-]
[55] C[C@H]1CN([C@@H](C)CO)C(=O)CCCn2nncc2CO[C@@H]1CN(C)Cc1cccc(C(=O)O)c1
[56] O=C(OCC(=O)c1ccc[nH]1)c1ccc2ccccc2n1

Assay by compound	49	50	51	52	53	54	55	56
PAX8 inh HTS	12	-16	3	-27	-7	13	-22&5	13
EWS-Fli block	/	4	9	-4	-7	2	-2&-5	18
DENV2 CPE	-7	-2	2	-3	-9	-13	?	-2
Casp6 inh	-1	2	7	-1	1	1	2&-5	0
SIRT5 inh	-5	-3	2	0	-3	0	-7&-4	1
LGR2 inh	-5	-27	-10	-14	3	16	2&-11	-21
ARNT TACC3 PPI	-6	-2	/	-5	4	0	-15	-12

[57] O=C(Cc1cccnc1)N1CC2(C1)[C@H](c1ccccc1)[C@H](CO)N2C(=O)C1CCC1
[58] O=C(Nc1ccc(Cl)c(Cl)c1)C1CCN(C(=O)c2ccco2)CC1
[59] COc1cccc(C2/C(=C(\O)c3ccc4c(c3)OCCO4)C(=O)C(=O)N2Cc2cccnc2)c1 (stereo not given)
[60] O=C1CCN(Cc2ccco2)C(=S)N1
[61] C[C@@H]1COc2cc(NCCCN3CCOCC3)ccc2S(=O)(=O)N1
[62] COc1ccc(C(C)=O)cc1COC(=O)c1c(C)nn(-c2ccccc2)c1C
[63] CCn1c2ccccc2c2cc(CNCCCN3CCOCC3)ccc21
[64] CO[C@@H]1CC[C@H]2CCOc3c(C#N)cccc3C(=O)N(C)C[C@H](C)C(=O)N(C)C[C@@H]1O2

Assay by compound	57	58	59	60	61	62	63	64
PAX8 inh HTS	/	-14	-1	5	-6	5	8	10
EWS-Fli block	23	-7	/	-1	-1	-3	29	-5
DENV2 CPE	0	3	-2	2	?	-7	6	6
Casp6 inh	2	0	0	1	-40	1	-25	2
SIRT5 inh	1	-1	11	/	-9	-5	-4	0
LGR2 inh	3	13	-15	16	-5	-17	1	-18
ARNT TACC3 PPI	/	4	-27	-15	/	-5	1	-1

[65] O=C(/C=C/c1ccco1)Nc1ccc2c(c1)OCO2
[66] Nc1ncnc(N)c1NC(=O)c1ccc(OCc2ccccc2)cc1
[67] O=S(=O)(O)c1cc(O)ccc1O
[68] Cc1ccc(S(=O)(=O)N(C)C)cc1NC(=O)CN1c2cccc3cccc(c23)S1(=O)=O

Assay by compound	65	66	67	68
PAX8 inh HTS	-234	6	1	14
EWS-Fli block	-79	1	3	-7
DENV2 CPE	14	-11	4	3
Casp6 inh	2	1	0	4
SIRT5 inh	0	-3	-4	-4
LGR2 inh	-59	6	18	-1
ARNT TACC3 PPI	15	/	-19	-3
